# Rv3671c protease – Rv3671c serine protease inhibitors, primary screen, biochemical, fluorescence polarization, M. tuberculosis H37Rv; P9WHR9; inhibition, % at 5.96 µM; 0.048% of 320,000 active; in the data active means inhibition above about 38%;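 further: extracellular domain of Rv3671c used as enzyme; 0% = enzyme with DMSO and 100% = no enzyme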
# Target sequence (P9WHR9 whole entry, looked up, the tested form may be a part): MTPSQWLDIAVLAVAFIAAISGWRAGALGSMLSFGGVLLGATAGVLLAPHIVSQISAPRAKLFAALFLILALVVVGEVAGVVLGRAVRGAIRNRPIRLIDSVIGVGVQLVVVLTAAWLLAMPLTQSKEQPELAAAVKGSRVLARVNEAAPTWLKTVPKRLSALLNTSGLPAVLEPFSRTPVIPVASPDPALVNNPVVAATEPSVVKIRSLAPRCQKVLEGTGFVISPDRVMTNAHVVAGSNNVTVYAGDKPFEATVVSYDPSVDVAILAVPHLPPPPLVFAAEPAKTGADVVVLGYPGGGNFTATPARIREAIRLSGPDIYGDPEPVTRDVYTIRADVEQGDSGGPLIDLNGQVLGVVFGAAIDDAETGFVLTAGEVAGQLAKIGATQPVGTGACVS
# BH1578 lux ind – inducers of Vibrio cholerae quorum light production without autoinducers, primary screen, BH1578 luxS cqsA deficient, single point. 0.16% of 350,000 active. AID 588436, 2011. V. cholerae BH1578 lux reporter, luminescence, 6 h. activation, % at 18.7 µM; in the data active means activation mostly above about 9.7%, no sharp cut-off; further: not every result past the cut was called active; inactives centre near 0; reference of the scale not given here
# FBA Mtb inh – Mtb FBA enzyme inhibitors, primary screen, biochemical, fluorescence, strain H37Rv; Fructose-bisphosphate aldolase (Mycobacterium tuberculosis (strain ATCC 25618 / H37Rv)), …; purified M. tuberculosis FBA, fluorescence read-out; inhibition, % at 1 µM; 2.3% of 360,000 active; in the data active means inhibition above about 27%;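 further: 0% = vehicle and 100% = reference inhibitor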
# Target sequence (P9WQA3 whole entry, looked up): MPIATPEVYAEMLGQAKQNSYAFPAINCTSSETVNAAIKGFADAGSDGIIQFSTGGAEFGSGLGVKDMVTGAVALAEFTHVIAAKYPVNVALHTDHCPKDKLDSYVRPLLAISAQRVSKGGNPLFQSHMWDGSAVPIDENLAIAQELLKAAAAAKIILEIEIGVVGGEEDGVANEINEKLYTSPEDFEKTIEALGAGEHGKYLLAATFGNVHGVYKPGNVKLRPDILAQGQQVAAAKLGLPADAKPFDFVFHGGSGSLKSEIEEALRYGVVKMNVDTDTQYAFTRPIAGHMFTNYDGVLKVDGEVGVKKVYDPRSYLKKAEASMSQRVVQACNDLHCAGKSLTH
# MazEF act – activators of E. coli MazEF toxin-antitoxin RNase, primary screen, biochemical, fluorescence, uHTS | Endoribonuclease toxin MazF (Escherichia coli (strain K12)), P0AE70 | FAM/BHQ RNA-DNA oligo cleavage fluorescence, 5 h | activation, % at 20 µM | 0.32% of 350,000 active | AID 504720, 2011; in the data active means activation above about 50%
# Target sequence (P0AE70 whole entry, looked up): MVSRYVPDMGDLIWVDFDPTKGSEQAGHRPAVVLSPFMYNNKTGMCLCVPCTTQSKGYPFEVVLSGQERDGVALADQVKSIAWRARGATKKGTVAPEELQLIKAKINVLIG
# UGM FP inh – M. tuberculosis UGM enzyme inhibitors, primary screen, biochemical, fluorescence polarization, single point | UDP-galactopyranose mutase (Mycobacterium tuberculosis (strain ATCC 25618 / H37Rv)), … | purified UGM, fluorescence polarization probe displacement | inhibition, % at 10 µM | 0.06% of 320,000 active; in the data active means inhibition above about 10%, passing the limit was not always enough
# Mtb BioA inh – M. tuberculosis BioA enzyme inhibitors, primary screen, biochemical, plate reader, single point, HTS | AID 602481, 2012 | inhibition, % at 9.99 µM | 0.096% of 360,000 active | purified M. tuberculosis BioA enzyme; in the data active means inhibition above about 40%
# GDH-TPI inh – GDH-TPI coupling enzyme inhibitors, primary screen, artefact control for M. tuberculosis FBA inhibitor project, biochemical, absorbance, full deck; GDH-TPI coupled enzyme counterscreen, NADH absorbance; inhibition, % at 4.8 µM; 1.2% of 360,000 active; in the data active means inhibition above about 30%;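 further: 0% = DMSO wells and 100% = wells lacking the enzyme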
# SARS 3CLpro inh – SARS-CoV 3CLpro protease inhibitors, primary screen, biochemical, quenched FRET; Replicase polyprotein 1ab (Severe acute respiratory syndrome coronavirus), P0C6X7; recombinant SARS-CoV 3CLpro, quenched FRET peptide cleavage; inhibition, % at 6 µM; 0.14% of 290,000 active; in the data active means inhibition above about 12%
# DUSP3 inh – VHR1 phosphatase inhibitors, primary screen, biochemical, absorbance, uHTS; recombinant VHR phosphatase, pNPP absorbance; Dual specificity protein phosphatase 3 (Homo sapiens), P51452; inhibition, % at 13.3 µM; AID 1654, 2009; 0.52% of 290,000 active; in the data active means inhibition above about 50%; further: some compounds called inactive have numbers as strong as hits
# Target sequence (P51452 whole entry, looked up): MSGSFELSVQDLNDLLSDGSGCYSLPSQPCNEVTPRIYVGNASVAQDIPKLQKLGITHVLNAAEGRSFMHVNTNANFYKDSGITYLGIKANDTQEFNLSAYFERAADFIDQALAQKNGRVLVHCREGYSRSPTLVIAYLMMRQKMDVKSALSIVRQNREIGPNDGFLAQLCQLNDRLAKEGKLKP
# SSB-PriA inh – inhibitors of Klebsiella pneumoniae PriA binding to SSB C-terminal tail, primary screen, biochemical, AlphaScreen; AlphaScreen SSBct-PriA binding, biotinylated peptide; 0.6% of 430,000 active; AID 1272365, 2023; inhibition, % at 33 µM; PriA–SSB C-terminal tail interaction (Klebsiella pneumoniae); in the data active means inhibition mostly above about 37%, no sharp cut-off; inactive means mostly below about 20%;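 further: plate controls were negative control peptide for no effect and reference peptide for full effect; strong numbers were not always called active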
# * hit, by the source's call; i = inactive; . = no result given; & = joins results of further samples. A portion of the library; count on the stated rates, not on these rows.
canonical_smiles,Mtb BioA inh,FBA Mtb inh,DUSP3 inh,SARS 3CLpro inh,MazEF act,SSB-PriA inh,UGM FP inh,BH1578 lux ind,Rv3671c protease,GDH-TPI inh
CC(=O)Nc1ccc(Nc2nc3c(S(=O)(=O)c4ccc(C)c(C)c4)nnn3c3ccccc23)cc1,.,-0.7,18.4,-0.9,-39.3,-0.5,-1.0,i,4.2,8.0
Cc1nn(CCOc2cccc(Cl)c2)c(C)c1[N+](=O)[O-],-0.8,4.9,2.5,5.0,2.0,-1.7,1.6,i,-2.9,-8.1
O=C(NCc1ccco1)c1ccc(S(=O)(=O)N2CCOCC2)cc1,-2.5,2.5,44.1,-3.8,9.8,-7.0&-7.7,-2.2,i,0.3,0.6
CC(=O)/C(=N/Nc1cccc(C)c1)N1CCOCC1,-0.6,1.5,19.9,1.5,-1.1,.,-3.8,-0.6,-6.9,5.3
O=C(CCCSc1ccc(Cl)cc1)Nc1cc(S(=O)(=O)N2CCOCC2)ccc1O,6.3,-1.8,.,.,-3.8,10.7,2.0,-0.6,-3.8,-10.0
Cc1nc(NC(=O)c2cccc(Cl)c2)sc1C(=O)N1CCCCC1,1.1,-1.7,12.9,7.0,5.0,-4.6,-3.9,0.1,13.1,0.9
CC(=O)Nc1cccc(NC(=O)C2CC(=O)N(c3ccc(C)cc3)C2)c1 (centres undefined),0.9,5.8,-4.1,-0.9,0.9,-3.8,-2.0,-1.5,7.7,0.3
CN1CCCC(OC(=O)c2cc(Cl)ccc2Cl)C1 (centres undefined),-1.4,-2.1,4.5,-0.1,8.2,-10.1,-2.9,-0.2,-1.1,1.4
COc1ccc(C(=O)NCC(=O)N/N=C/c2ccc([N+](=O)[O-])s2)cc1OC,.,0.8,-1.0,0.8,3.0,.,1.6,-0.2,-16.0,18.9
COCCOc1cc(NCc2ccccc2)c2ncn(C(C)C)c2c1,0.9,1.9,.,.,7.9,11.7,-0.6,-0.5,-5.8,10.3
CCCCn1nnnc1SCC(=O)NNC(=O)C1CCCCC1,-2.9,0.5,9.5,-8.0,-5.3,2.8,-1.7,i,-3.1,6.4
C#CCOc1ccc(/C=N/O)cc1Cl,.,-0.8,-1.8,-3.2,1.3,.,-0.7,-0.2,-34.0,-1.1
COc1ccc(NC(=O)C2CCCN(C(=O)NC3CCCCC3)C2)cc1OC (centres undefined),4.0,1.4,12.8,-1.7,-2.8,3.0,1.1,-0.4,-9.1,13.9
CCN1C(=O)[C@H]2[C@H]3CN=C(SCc4ccc(C)cc4)N3[C@@](CC)(C(=O)OC)[C@H]2C1=O,0.3,5.2,.,.,0.3,-3.4,.,-0.9,.,13.5
CC(=NNC(=O)c1cc(C)oc1C)c1ccc(Br)s1,-0.9,0.7,.,.,4.3,2.8,0.4,i,-11.2,-7.6
COC(=O)c1cnc(Nc2nc(C(N)c3ccccc3Cl)cs2)nc1C(F)(F)F (centres undefined),-1.6,-2.1,.,.,.,.,.,i,.,26.2
Cc1cc(Nc2ccc(C(=O)O)cc2)nc(N)n1,-0.2,0.1,-0.5,-4.6,4.3,-9.2,-1.3,-0.2,-5.7,4.6
COc1cccc2cc(C(=O)NCc3ccco3)c(=O)oc12,.,1.0,7.4,-2.6,9.4,-15.9,2.1,-0.2,-2.8,12.2
COc1ccc(NS(=O)(=O)c2cc(C(=O)N3CCCCCC3)ccc2C)cc1,-3.3,1.2,.,.,-3.6,-3.4,7.0,-0.5,2.3,-0.5
COc1ccccc1-n1cc(-c2ccc(C)cc2)[nH]c1=S,.,2.8,39.7,-2.5,0.8,16.9,0.8,-0.5,-9.2,-1.8
COc1ccc(C(=O)/C=C(\C)Nc2ccc3c(c2)OCO3)cc1,1.0,0.7,23.1,-4.0,-8.3,.,0.8,.,-0.9,2.9
COC(=O)c1ccc(NC(=O)Cn2cnc3c(nnn3-c3cccc(OC)c3)c2=O)cc1,-1.3,5.2,-6.2,1.2,-26.5,-15.6,0.0,-0.2,-6.2,8.1
Nc1ccn([C@@H]2O[C@H](CNC(=O)[C@@H](Cc3cn(COCc4ccccc4)cn3)NC=O)[C@@H](O)[C@H]2O)c(=O)n1,.,-1.1,.,.,6.8,.,.,-0.3,.,-3.3
O=C1COc2ccc(C(=O)NC3CC3)cc2N1,-1.4,1.4,-5.2,3.8,4.5,-12.8,-0.7,-3.3,-2.0,-1.2

# Fetched by compound from the list above, 2 records:
canonical_smiles,Mtb BioA inh,FBA Mtb inh,DUSP3 inh,SARS 3CLpro inh,MazEF act,SSB-PriA inh,UGM FP inh,BH1578 lux ind,Rv3671c protease,GDH-TPI inh
Nc1ccn([C@@H]2O[C@H](CNC(=O)[C@@H](Cc3cn(COCc4ccccc4)cn3)NC=O)[C@@H](O)[C@H]2O)c(=O)n1,.,-1.1,.,.,6.8,.,.,-0.3,.,-3.3
COc1ccc(C(=O)/C=C(\C)Nc2ccc3c(c2)OCO3)cc1,1.0,0.7,23.1,-4.0,-8.3,.,0.8,.,-0.9,2.9

# Continued.
canonical_smiles,Mtb BioA inh,FBA Mtb inh,DUSP3 inh,SARS 3CLpro inh,MazEF act,SSB-PriA inh,UGM FP inh,BH1578 lux ind,Rv3671c protease,GDH-TPI inh
CCN(CC)S(=O)(=O)c1cccc(C(=O)N2CC(O)CC2C(=O)O)c1 (centres undefined),-0.5,0.8,20.4,4.0,2.7,-5.1,-2.2,.,2.9,-3.3
CN(C(=O)CN1C(=O)c2cccc(N)c2C1=O)C1CCCCC1,-1.7,6.8,.,.,-25.7,-9.7,3.8,i,10.8,-4.5
Cc1ccc2cc(CCNS(=O)(=O)c3ccc(Br)cc3)c(=O)[nH]c2c1C,2.2,1.1,30.6,-2.7,2.1,-9.4,-2.3,0.1,-8.2,0.0
O=C(c1ccc(Cl)cc1)N1CCC(C(=O)N2CCCc3ccccc32)CC1,1.1,-0.7,1.8,0.7,8.2,-10.2,0.5,i,2.6,-1.4
C=C(NC(C)=O)c1c(F)cccc1F,0.1,-1.8,.,.,3.9,-12.0,-1.4,-0.4,1.8,-5.2
COc1ccc(C(=S)N2CCCC2)cc1C,0.6,-0.9,-11.6,-2.6,5.9,-2.6,3.0,i,2.2,3.9
O=C(c1cnc(Cc2c[nH]c3ccccc23)c(I)c1)N1CCN(Cc2ccccc2)CC1,-9.0,2.9,.,.,.,.,.,-0.1,.,20.6
CCC(=O)Nc1ccc(C(=O)CN2C(=O)NC3(CCOc4ccccc43)C2=O)cc1 (centres undefined),-0.4,2.4,.,.,4.6,-4.7,-0.1,i,-7.5,1.6

# As entered above:
# `CCC(=O)Nc1ccc(C(=O)CN2C(=O)NC3(CCOc4ccccc43)C2=O)cc1` (centres undefined) in MazEF act: 4.6
# `Cc1ccc2cc(CCNS(=O)(=O)c3ccc(Br)cc3)c(=O)[nH]c2c1C` in MazEF act: 2.1
# `CN(C(=O)CN1C(=O)c2cccc(N)c2C1=O)C1CCCCC1` in SSB-PriA inh: -9.7
# `CCN(CC)S(=O)(=O)c1cccc(C(=O)N2CC(O)CC2C(=O)O)c1` (centres undefined) in SARS 3CLpro inh: 4.0

# Other compounds
canonical_smiles,Mtb BioA inh,FBA Mtb inh,DUSP3 inh,SARS 3CLpro inh,MazEF act,SSB-PriA inh,UGM FP inh,BH1578 lux ind,Rv3671c protease,GDH-TPI inh
Cc1ccc2cccc(S(=O)(=O)NC3CCS(=O)(=O)C3)c2n1 (centres undefined),.,2.6,9.9,3.2,-0.6,-9.9,0.0,-0.1,-2.4,-2.8
N#CCOC(=O)C1CSC2(c3ccc(Br)cc3)CCC(=O)N12 (centres undefined),.,6.2,14.5,-1.0,6.5,-5.5,-0.8,i,7.0,1.6
COc1ccc(CC(=O)O/N=C(\N)Cc2ccc(OC)cc2)cc1,-1.1,-2.5,23.5,0.3,-9.7,.,0.5,-0.5,-8.6,11.4
O=C(COC(=O)c1cccc(OC(F)F)c1)Nc1cccc(S(=O)(=O)N2CCCC2)c1,1.2,-1.1,.,.,-0.3,-6.2,3.5,-0.9,-24.3,4.8
Cc1cc(-c2nc(C)c(C(=O)NN)s2)no1,.,-1.6,12.0,-4.2,9.1,-5.0,-0.9,i,9.2,-0.4
Cn1c(SCC(=O)NNC(=O)c2ccccc2)nnc1C(F)(F)F,-3.0,1.4,.,.,4.9,-6.2,0.4,0.9,-3.3,-1.6
COc1ccccc1NC(=O)C(C)OC(=O)CCCOc1ccccc1 (centres undefined),.,-1.2,.,.,-0.7,-34.7,1.2,i,-3.4,10.8
COc1ccc(/C=N/NC(=O)C(=O)N2CCCCCC2)cc1[N+](=O)[O-],-1.3,1.4,23.3,-2.5,5.8,.,-2.0,-0.2,-8.7,16.0
CN(CC(=O)Nc1cccc(F)c1)CC(=O)Nc1ccccc1[N+](=O)[O-],9.9,-0.4,8.5,1.0,-10.0,0.9,1.0,i,-2.9,8.2
Nc1ccc(C(=O)OCc2csc(-c3ccccc3)n2)cc1[N+](=O)[O-],.,0.5,-1.0,-2.4,-4.0,-3.8,1.0,-0.1,-9.7,5.9
COc1ccc(C(c2nnnn2Cc2cccs2)N2CCC(C(N)=O)CC2)c(OC)c1 (centres undefined),2.2,3.5,17.9,-0.9,6.3,2.4,4.5,-6.2,-5.8,-0.4
COc1ccccc1N1CCN(S(=O)(=O)c2ccc(F)cc2)CC1,-2.5,1.4,17.0,-2.8,-17.1,-8.2,2.9,i,0.5,2.5
C=CCn1c(O)c(C=Nc2ccc(CN3CCCCC3)cc2)c(=O)[nH]c1=S,-1.7,-0.8,16.2,0.5,-20.5,-1.4,3.7,-0.7,-5.4,0.7
COc1ccc(OC(=O)c2cnc3n(c2=O)CCS3)cc1,-0.4,-2.0,22.4,6.3,-9.1,-5.0,-0.7,i,2.4,15.7
COC(=O)c1ccc(OCC(=O)NC2CCCCCC2)cc1,2.5,-1.9,35.6,-1.7,5.1,-6.5,-0.3,1.2,-8.6,-0.4
Cc1ccc(SCC(=O)NC(=O)c2ccc(S(=O)(=O)N(C)C)cc2)cc1C,.,-0.1,-0.5,-4.3,-3.9,-22.9,-1.4,i,-2.2,2.6
Cc1ccnc(NS(=O)(=O)c2ccc(NC(=O)c3ccc4c(c3)OCCO4)cc2)n1,.,0.1,7.3,2.0,-0.8,-2.4,1.2,-0.3,4.8,-5.7
Cc1ccc(C2CC(c3cccc(Br)c3)Nc3nnnn32)cc1 (centres undefined),10.1,-1.4,-22.1,8.6,-4.3,8.9,-3.0,.,-2.6,6.3
CC1CCCC(C)N1C(=O)CSc1nnc(NC(=O)c2cccs2)s1 (centres undefined),0.8,-0.2,24.9,3.3,6.9,-11.7,0.8,-7.6,-0.8,18.7
COc1ccc(S(=O)(=O)Nc2c(C)n(C)n(-c3ccccc3)c2=O)cc1C(=O)O,1.3,2.0,16.5,2.4,1.0,1.1,-0.2,i,.,-3.5
Cn1c(CNc2nc(-c3ccccc3)cs2)nnc1SCC(=O)c1ccccc1,0.1,5.0,15.3,-3.9,-0.6,9.9,0.5,-0.4,-1.0,-0.7
CSc1sc(C(=O)N2CCc3ccccc32)cc1S(=O)(=O)C(C)C,-0.3,0.7,4.7,-0.3,-0.4,-2.5,-3.7,-3.6,-6.9,15.8
C/C=C/C(=O)Nc1nnc(C2CCCCC2)s1,-0.2,2.3,30.5,2.4,5.6,5.4,-0.7,-0.9,6.5,-8.5
CC(C)CC(NC(=O)OC(C)(C)C)C(=O)O (centres undefined),.,0.6,5.0,-1.6,-0.9,-18.4,-1.0,-0.4,2.3,7.6
